APJ antagonist: blocks the human apelin receptor APJ | CHO-K1 APJ beta-arrestin complementation, luminescence | inhibition, % at 20 µM | P35414 | 330,000 tested, 0.32% active | AID 2521;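 active = inhibition above about 40% at 20 µM, limit read from the data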;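 note: cells challenged with 10 nM apelin-13 agonist together with compound; plate controls were apelin-13 plus DMSO wells for no effect and DMSO wells lacking apelin-13 for full effect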
Target sequence (P35414 whole entry, looked up): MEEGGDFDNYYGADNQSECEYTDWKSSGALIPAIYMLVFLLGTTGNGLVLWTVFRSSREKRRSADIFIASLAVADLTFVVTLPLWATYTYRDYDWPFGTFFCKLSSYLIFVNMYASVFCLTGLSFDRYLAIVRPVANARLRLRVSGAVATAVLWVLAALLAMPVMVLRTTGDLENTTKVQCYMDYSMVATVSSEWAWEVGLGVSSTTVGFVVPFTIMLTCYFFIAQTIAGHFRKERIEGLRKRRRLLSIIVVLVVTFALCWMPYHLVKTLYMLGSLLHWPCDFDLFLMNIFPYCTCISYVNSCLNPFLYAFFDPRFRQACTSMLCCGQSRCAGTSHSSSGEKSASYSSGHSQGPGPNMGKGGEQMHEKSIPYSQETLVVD
MPTP block: inhibitors of mitochondrial permeability transition pore; 360,000 tested, 1.4% active; isolated mouse mitochondria, Ca2+ swelling absorbance, 30 min; inhibition, % at 10 µM;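 active = inhibition of 50% or more, scaled per plate between neutral and stimulator controls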;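 note: 0% = DMSO wells given calcium and 100% = 1 mM EGTA wells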
tim10-1 inh: tim10-1 yeast growth inhibition; 330,000 tested, 2.2% active; inhibition, % at 20 µM; S. cerevisiae tim10-1 ts strain growth, BacTiter-Glo, 24 h;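 active = inhibition of at least 40%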;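 note: mutant grown at 25 °C; 0% = DMSO wells with yeast and 100% = wells holding no yeast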
tim23-1 inh: tim23-1 yeast growth inhibition; 330,000 tested, 1.3% active; inhibition, % at 20 µM; AID 463212; S. cerevisiae tim23-1 growth, BacTiter-Glo luminescence, 24 h;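 active = growth inhibition of the mutant yeast at or above 50%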;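 note: temperature-sensitive mutant grown at 25 °C; plate controls were DMSO-treated mutant yeast for no effect and medium wells lacking yeast for full effect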
TIM10 inh: growth inhibitors of TIM10 yeast strain; AID 463195; 330,000 tested, 1.4% active; inhibition, % at 10 µM; S. cerevisiae TIM10 strain growth, BacTiter-Glo luminescence, 24 h;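 active = inhibition of 40% or more at the single tested concentration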;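 note: wild-type TIM10 isogenic control strain grown at permissive 25 °C; 0% = DMSO yeast wells and 100% = minimal medium wells without yeast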
APJ agonist: agonists of human APJ apelin receptor. P35414. CHO-K1 APJ PathHunter beta-arrestin, luminescence; 0% DMSO wells, 100% apelin. AID 2520. activation, % at 20 µM. 330,000 tested, 0.11% active;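 active = activation more than six SD over the plate average, tested at 20 µM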;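 note: 0% = DMSO alone and 100% = apelin-13 at 10 nM; some results filed as inactive read as strong as hits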
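Material: CHO-K1 APJ beta-arrestin complementation cell line; Input: cell density 1000 per well; Incubation: compound stimulation 90 min at 25 °C, detection 60 min; Signal: luminescence from split beta-galactosidase complementation, Galacton Star/Emerald II substrate; Controls: DMSO-only wells as negative, 10 nM Apelin-13 as positive control.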
NLRP3 yeast inh: NALP3 inhibition in yeast; Yeast reconstituted NLRP3/ASC/caspase-1, beta-gal luminescence, 24 h; inhibition, % at 10 µM; 330,000 tested, 0.39% active;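 active = inhibition of 50% or more; inactive = inhibition below 50%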;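 note: plate controls were induced DMSO wells for no effect and uninduced yeast grown without galactose for full effect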
MIN6 prolif: induces beta-cell replication in MIN6 cells; 330,000 tested, 0.29% active; MIN6 cells proliferation, ATPlite luminescence, 48 h; cells starved in 0.2% serum; 100% = growth in 10% serum; proliferation, % at 10 µM; AID 2380;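 active = compounds whose signal lies at least 3.5 SD above the mean of all wells on their plate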;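 note: 0% = DMSO-treated cells in low-serum medium and 100% = 10% serum control; some compounds called inactive have numbers as strong as hits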
GRIN3A LBD mod: modulators (binders) of human NR3A ligand-binding domain; NR3A LBD differential scanning fluorimetry, Tm shift; 0% = protein alone, 100% = glycine-bound protein; Tm shift relative to glycine control, % at 25 µM; 340,000 tested, 2.5% active;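 active = melting temperature shift of at least 10% of the positive control shift, at one fixed dose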
Starred values were filed as active, the others as inactive; nt = not tested or not shown.

SMILES	APJ antagonist	MPTP block	tim10-1 inh	tim23-1 inh	TIM10 inh	APJ agonist	NLRP3 yeast inh	MIN6 prolif	GRIN3A LBD mod
O=C(O)C1CCCN(S(=O)(=O)c2ccc(F)cc2)C1 (stereo unspecified)	11	2.4	-4	-3	-14	-3	-8	-2	0
CCS(=O)(=O)c1ccc(S(=O)(=O)CC)s1	-3	-0.3	5	7	1	-3	2	-2	2
COc1ccc(N2C(=O)CC(NCc3ccncc3)C2=O)cc1 (stereo unspecified)	11	-1.2	10	-1	-9	-6	8	-1	1
COC(=O)CN(c1ccc2c(c1)OCO2)S(=O)(=O)c1c(C)[nH]c(=O)[nH]c1=O	8	-0.2	-5	4	16	0	18	-1	-11
COc1cccc(-c2nn3c(-c4ccco4)nnc3s2)c1	3	2.2	52*	50	47*	-4	16	2	-2
Cc1onc(-c2c(F)cccc2Cl)c1C(=O)N1CCOC12CCCCC2	-1	-0.4	23	22	25	-4	5	0	-1
O=C(CSc1nnc(CNC(=O)c2ccccc2F)o1)Nc1ccc2c(c1)OCO2	2	4.2	13	-9	2	-1	3	-2	-2
CCOC(=O)c1oc2cc(O)ccc2c(=O)c1-c1csc(C)n1	9	1.0	18	3	12	-4	7	-1	0
NC(=O)c1cccc(-c2cccc(OC(=O)NC3CCCCC3)c2)c1	-2	-0.2	15	4	4	-1	24	1	3
O=[N+]([O-])c1cc(C(F)(F)F)cc([N+](=O)[O-])c1NCCCN1CCOCC1	-21	-0.5	-20	-22	-25	3	34	-1	-2
COc1ccc2c(c1OC)C(=O)N1N=C(c3ccc(F)cc3)CC21 (stereo unspecified)	6	nt	20	16	2	-4	15	-2	-1
O=C(Nc1cccc([N+](=O)[O-])c1)N1CCCc2ccccc21	16	9.7	16	15	-12	-7	21	-3	-2
O=C(NCC1CCCN1S(=O)(=O)c1cccs1)C(=O)Nc1ccccc1Cl (stereo unspecified)	21	-2.6	27	38	2	-3	11	4	0
COc1ccc(Cc2nnc(SCC(=O)c3c(N)n(C4CC4)c(=O)[nH]c3=O)o2)cc1	-2	-1.3	1	8	-1	-2	5	4	0
O=C(CSc1cn(CC(=O)N2CCCCCC2)c2ccccc12)NCC1CCCO1 (stereo unspecified)	16	0.0	8	18	-15	-5	2	-2	2
CCC(C)NC(=O)Cn1cc(S(=O)(=O)N2CCCC2)c(S(=O)(=O)N2CCCC2)c1 (stereo unspecified)	-12	2.1	-5	-6	-14	-1	0	3	-3
O=C(COc1ccc(Br)cc1)NCCN1CCCC1	-14	1.3	10	8	-3	-3	11	-1	1
CCOc1ccccc1C(=O)OCC(=O)Nc1cccc(S(=O)(=O)N2CCCC2)c1	-4	-0.9	17	23	17	0	4	-4	0
CC(C(=O)NCC1CCCCC1)N1CCN(S(=O)(=O)c2cccs2)CC1 (stereo unspecified)	-16	1.7	-1	9	-7	-4	12	-4	3
CC(=N/O)/C(=N\O)c1ccc(C)o1	-5	0.9	-2	9	-4	7	-6	1	-1
COc1ccc(Cl)cc1N(C(=O)c1ccco1)C(C(=O)NC1CCCC1)c1cccnc1 (stereo unspecified)	7	-1.5	17	21	-4	-4	14	0	-1
CN(C)/C=C/C(=O)c1ccc(Br)cc1	2	2.7	17	21	-17	0	8	-3	0
CC(C)c1ccc(CNc2ncc(Br)cn2)cc1	-8	0.2	8	13	5	-3	12	-4	-1
O=c1[nH]c2ccc(NCc3ccc(F)cc3)cc2[nH]1	-10	1.6	4	11	4	4	17	-2	-2
COCCN1CCC(CNCc2cn(-c3cc(C)ccc3C)nc2-c2ccccc2)C1 (stereo unspecified)	15	-2.1	4	-3	3	-2	5	-5	5
CC(Sc1nnc(C2CC2)n1C1CC1)C(=O)Nc1cccc(S(=O)(=O)N(C)C)c1 (stereo unspecified)	22	0.2	-3	3	6	-2	7	2	-2
O=C(Nc1cccc(S(=O)(=O)NCc2ccco2)c1)c1cc(-c2ccc(F)cc2)nc2ccccc12	-15	14	22	23	1	0	26	-6	3
COc1ccc(Nc2nc(N)nc(CSC(=S)N3CCN(c4ccccc4)CC3)n2)cc1	9	-8.7	41*	24	4	-4	-11	-2	1
CC(=O)c1ccccc1NC(=O)c1cc(S(=O)(=O)N2CCOCC2)ccc1N1CCCC1	13	-1.0	6	13	3	-1	-6	1	0
COc1cccc(NC(=O)c2ccc(S(=O)(=O)N3CCCCC3)cc2)c1	12	-0.6	38	38	30	2	28	-4	-6
Cc1cc(C(=O)OCCO)c(C#N)c(N)n1	13	0.7	9	7	0	-5	-11	-1	0
O=C(NCc1ccccn1)c1ccccc1OCc1ccc(Cl)cc1Cl	-12	1.1	-4	36	-6	0	15	3	0
CC(=O)NC1C(=O)N(CC(C)C)c2ccccc21 (stereo unspecified)	5	0.2	12	1	-4	-1	14	-1	4
Cc1cccc(Nc2nnc(SCC(=O)NC3CCCc4ccccc43)s2)c1C (stereo unspecified)	9	4.4	28	35	23	-4	15	-4	1
CCC1CCCCN1C(=O)COc1ccc2c3c(c(=O)oc2c1)CCC3 (stereo unspecified)	-4	-1.4	5	27	11	-5	10	-4	-1
Cc1ccccc1CN(c1ccc(C(=O)Nc2cccnc2)cc1)S(C)(=O)=O	1	2.3	3	14	1	-5	2	-2	-1
Cc1c(CN(C)C)c2c(n1Cc1ccccc1)C(=O)c1ccccc1-2	9	11	20	17	4	-4	21	-7	1
CC(Sc1nnc2ccccn12)C(=O)Nc1ccc2c(c1)OCCO2 (stereo unspecified)	-25	-0.1	15	15	-14	-3	-5	-2	1
Cc1cccc(-n2ncc(C#N)c2N)c1	0	-1.8	-5	3	1	1	21	-3	0
CCCCn1c(N)c(N(C)C(=O)C2CCCC2)c(=O)[nH]c1=O	1	-0.7	1	3	7	-5	20	-1	15*

In the list so far, 3 contain a thiophene ring, fused or not.
SMILES	APJ antagonist	MPTP block	tim10-1 inh	tim23-1 inh	TIM10 inh	APJ agonist	NLRP3 yeast inh	MIN6 prolif	GRIN3A LBD mod
CCS(=O)(=O)c1ccc(S(=O)(=O)CC)s1	-3	-0.3	5	7	1	-3	2	-2	2
O=C(NCC1CCCN1S(=O)(=O)c1cccs1)C(=O)Nc1ccccc1Cl (stereo unspecified)	21	-2.6	27	38	2	-3	11	4	0
CC(C(=O)NCC1CCCCC1)N1CCN(S(=O)(=O)c2cccs2)CC1 (stereo unspecified)	-16	1.7	-1	9	-7	-4	12	-4	3

More structures follow:
SMILES	APJ antagonist	MPTP block	tim10-1 inh	tim23-1 inh	TIM10 inh	APJ agonist	NLRP3 yeast inh	MIN6 prolif	GRIN3A LBD mod
C=CCn1c(SCCN2CCOCC2)nc2c1c(=O)[nH]c(=O)n2C	36	3.4	-2	2	12	2	1	-2	1
CC(C)C(=O)Nc1ccc(-c2nc3ncccc3o2)cc1	1	0.2	22	22	23	-1	29	-3	-1
O=C(Nc1ccccc1F)N(Cc1ccc(F)cc1)Cc1nc2ccccc2c(=O)[nH]1	-10	-1.1	-1	12	1	1	8	4	1
O=S(=O)(NC1CC1)c1ccc(S(=O)(=O)N2CCCc3ccccc32)cc1	13	22	19	22	8	-3	10	0	-1
CCCC/S(C)=N/S(=O)(=O)c1ccc(C)cc1 (stereo unspecified)	-4	-5.3	19	8	0	1	8	3	0
CS(=O)(=O)Nc1ccc(C(=O)NC2CC3CCC2C3)cc1 (stereo unspecified)	1	-2.4	3	18	13	-3	3	-5	1
CCC(=O)Nc1ccc2c(c1)nc(CCN1CCN(c3ccccn3)CC1)n2C	10	-0.9	-1	9	10	-1	10	2	-2
Fc1ccc(OCCOCCNCC2CCCO2)cc1 (stereo unspecified)	14	0.7	10	8	-5	-3	-2	0	2
Cn1c(-c2cccc([N+](=O)[O-])c2)cnc1NCc1cccc(F)c1	-6	0.8	22	-3	-6	-3	17	0	0
CCN(CC(=O)NCc1cccs1)C(=O)c1cccc(Cl)c1	-3	-0.7	11	12	5	-5	14	-3	0
CC(C)(C)c1ccc(C(CC(=O)O)NC(=O)Cc2ccc(Cl)cc2)cc1 (stereo unspecified)	13	1.2	10	17	-5	-2	7	-2	1
Cc1cc(C)cc(OCC(=O)N(C)CC(=O)Nc2ccc(Cl)c(C(F)(F)F)c2)c1	0	0.0	21	24	3	1	8	-8	9
CCOc1ccc(CNC(=O)CCn2c(=O)oc3ccccc32)cc1	6	-0.5	16	-5	5	-4	10	2	-2
CCOc1c2ccc(C(=O)NCc3ccc(C)cc3)cc2nn1CCOC	10	-0.3	0	12	-13	-3	19	-3	0
CCN(CC)CCOC(=O)c1ccc(NC(=O)C(C)NC(=O)C23CC4CC(CC(C4)C2)C3)cc1 (stereo unspecified)	-5	-1.9	7	9	3	-3	6	0	-9
Cc1nc(C)c2c(=O)cc(-c3ccccc3)[nH]c2n1	24	-0.9	-1	9	11	-5	5	1	0
CN(/N=C/c1ccncc1)C1=NS(=O)(=O)c2ccccc21	-9	0.6	1	10	6	-4	24	1	1
CCOC(=O)c1cc2c(nc1N)CC(C)(C)OC2	-8	-3.2	2	6	5	-2	17	5	-1
O=C(CSc1nnc(CNC(=O)c2c(F)cccc2Cl)o1)Nc1ccc2c(c1)OCCO2	14	-1.9	8	13	3	1	9	-2	-2
COc1ccc(NC2CC(=O)N(C)C2=O)cc1 (stereo unspecified)	-5	1.0	2	12	-15	-2	6	-4	-1

Overlap with the part before: 2 compounds; new compounds follow.
SMILES	APJ antagonist	MPTP block	tim10-1 inh	tim23-1 inh	TIM10 inh	APJ agonist	NLRP3 yeast inh	MIN6 prolif	GRIN3A LBD mod
O=C(CSc1nnc(CNC(=O)c2c(F)cccc2Cl)o1)Nc1ccc2c(c1)OCCO2	14	-1.9	8	13	3	1	9	-2	-2
COc1ccc(NC2CC(=O)N(C)C2=O)cc1 (stereo unspecified)	-5	1.0	2	12	-15	-2	6	-4	-1
Nc1cc(N)nc(SCC(=O)NCc2ccco2)n1	-6	1.2	-2	9	-3	0	-8	1	0
COc1ccc(S(=O)(=O)NC(C)C)cc1C(=O)NC1CCCCC1	17	-0.8	-6	4	-3	-2	-8	0	-1
COc1cccc(-c2csc(NC(=O)Oc3ccccc3)n2)c1	8	0.4	-18	3	-2	0	23	-2	-4
Cc1cc(C)nc(SCC(=O)N/N=C/c2cccs2)n1	-17	0.6	-10	-6	0	-5	1	3	1
COc1cc(N)c(Cl)cc1C(=O)OCC(=O)NCC1CCCCC1	8	-0.1	-66	10	-31	-1	23	8.8*	0
Cc1cc(C)n(CC(O)COc2ccc(F)cc2)n1 (stereo unspecified)	15	0.3	16	15	10	-3	4	1	1
CCCC(C)C(=O)Nc1ccccc1C(=O)OCC (stereo unspecified)	21	1.5	10	15	3	-4	17	3	6
Cn1cnc(S(=O)(=O)Nc2ccccc2N2CCOCC2)c1	2	0.7	-24	-17	-10	-5	-3	0	0
CCCn1c(C2CC(=O)N(c3ccc(C)cc3)C2)nc2ccccc21 (stereo unspecified)	-1	-0.1	13	3	-32	-2	25	0	1
C=CCN1C(=O)c2ccc(C(=O)N3CCN(S(=O)(=O)c4ccccc4Br)CC3)cc2C1=O	-5	-1.2	20	25	4	2	4	1	0
Nc1ncnc2c1ncn2CCc1ccccc1	-7	-0.9	8	4	-11	-2	7	0	-1
CC(CCc1ccccc1)NC(=O)/C=C/c1ccccc1 (stereo unspecified)	-7	-0.5	29	27	-3	-1	36	-2	-5
CCn1cc(S(=O)(=O)Nc2nc3ccc(OC)cc3s2)cn1	12	-0.7	-8	3	-3	-6	15	10	1
Cc1noc(C)c1S(=O)(=O)N(C)C[C@H]1Oc2ccc(NS(=O)(=O)c3cn(C)cn3)cc2C(=O)N([C@H](C)CO)C[C@@H]1C	0	0.3	-14	-21	2	-5	7	4	-1
CCOCCCNC(=S)N(CCCN(C)C)Cc1cc2cc3c(cc2[nH]c1=O)OCCO3	1	-0.3	-1	-5	-14	1	9	-2	0

Screening results from PubChem BioAssay.
